Compound activity (PubChem)
DT40 TDP1 no CPT: qHTS for Inhibitors of human tyrosyl-DNA phosphodiesterase 1 (TDP1): qHTS in cells in absence of CPT; DT40 Tdp1-/- hTDP1 cells, no CPT, ATP luminescence, 48 h; Potency, µM (highest dose often 46.2 µM), for inactives: at the highest dose activity change, negative = growth inhibition, most hits filed as inhibitors; actives 15% (n = 420,000); note: nearly all actives have a fitted effect of over 55% in size
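Stably hTDP1-transfected Tdp1-null chicken DT40 cells were treated with library compounds minus camptothecin and grown for at least 48 hr at 37 °C, after which cellular ATP was quantified by luminescence.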
TDP1 cell CPT: qHTS for Inhibitors of human tyrosyl-DNA phosphodiesterase 1 (TDP1): qHTS in cells in presence of CPT; chicken DT40 Tdp1-/-;hTDP1 cells + 20 nM CPT, ATP luminescence, 48 h; Potency, µM (series often up to 46.2 µM), for the others: at the top dose activity change, negative = growth inhibition, hits mostly inhibitors; actives 12% (n = 420,000); AID 686979, 2013; note: nearly all actives have a fitted effect of over 55% in size
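Chicken DT40 Tdp1-/- cells complemented with human TDP1, 400 cells/well, exposed to compounds plus 20 nM camptothecin for at least 48 h at 37 C; viability read as ATP content by CellTiter-Glo luminescence.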
TDP1 block: qHTS Assay for Inhibitors of Tyrosyl-DNA Phosphodiesterase (TDP1) | recombinant TDP1, AlphaScreen DNA substrate cleavage | Tyrosyl-DNA phosphodiesterase 1 (Homo sapiens), Q9NUW8 | Potency, µM (doses to about 130 µM), without a hit: top-dose activity change, negative = inhibition, actives largely listed as inhibitors | actives 0.28% (n = 350,000) | AID 485290, 2010; note: nearly all actives have a fitted effect of over 40% in size
Target sequence (Q9NUW8 whole entry, looked up): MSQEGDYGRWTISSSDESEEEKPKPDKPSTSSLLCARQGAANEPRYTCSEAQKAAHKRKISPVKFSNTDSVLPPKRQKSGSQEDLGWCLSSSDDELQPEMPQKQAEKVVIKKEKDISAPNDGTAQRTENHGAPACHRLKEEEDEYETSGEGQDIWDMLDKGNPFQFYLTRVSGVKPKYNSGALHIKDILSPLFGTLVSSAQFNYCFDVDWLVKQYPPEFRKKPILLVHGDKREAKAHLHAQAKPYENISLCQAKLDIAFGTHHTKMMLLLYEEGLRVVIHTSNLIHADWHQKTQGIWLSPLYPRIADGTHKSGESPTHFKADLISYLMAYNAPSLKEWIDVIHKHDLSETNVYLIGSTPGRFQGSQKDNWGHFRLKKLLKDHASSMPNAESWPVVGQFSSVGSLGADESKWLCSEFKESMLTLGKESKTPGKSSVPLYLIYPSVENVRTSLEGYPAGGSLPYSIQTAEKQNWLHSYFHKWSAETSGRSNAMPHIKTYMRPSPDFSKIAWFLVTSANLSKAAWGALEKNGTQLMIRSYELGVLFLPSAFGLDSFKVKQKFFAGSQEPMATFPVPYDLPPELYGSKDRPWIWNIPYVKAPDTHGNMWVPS
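Steps: enzyme plus compound, 15 min RT; add biotin/phosphotyrosine-FITC oligonucleotide (15 nM final), react 5 min; add donor/acceptor beads (10 ug/ml final), 10 min; read AlphaScreen. Tdp1 at 1 nM final.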
An asterisk follows results filed as active; ? = inconclusive; . = no result given; & = joins results of further samples; [ ] = dose if it differs, or a comment. Calls come from the whole dose curve; as a rule, active = well fitted curve in the direction sought with a large enough effect; inconclusive = small, poorly fitted or top-dose-only effect, or another doubt; inactive = no such curve, though single readings can be large; an effect the other way counts as inactive or inconclusive. % is set by controls: 0 for no effect and ±100 for the full control effect; potency is the fitted concentration of half-maximal effect.

structure | DT40 TDP1 no CPT | TDP1 cell CPT | TDP1 block
COc1ccc(C(=O)NC2CC2)cc1OC1CCN(C(C)CSC)CC1 (centres undefined) | 25.6% | -7.9% | 4.7%
CCC1CCCCN1S(=O)(=O)c1ccc(C(=O)Nc2nnc(-c3ccccc3Cl)o2)cc1 (centres undefined) | 6.51µM* | 5.17µM* | 5.2%
CCOC(=O)[C@H]1[C@H]2COc3ccc(OC)cc3[C@@H]2N2C(=O)c3cc(C)ccc3NC(=O)[C@@]12C | 0.8% | -29.6% | 0.8%
Cc1cccc(NS(=O)(=O)c2ccc3c(c2)n(C)c(=O)n3C)c1C | ? | 23.1µM* | 2.3%
CCOc1ccc(N(CC(=O)Nc2ccc(C)cc2)S(=O)(=O)c2c(C)[nH]c(=O)[nH]c2=O)cc1 | -3.3% | 3.3% | 3.9%
CCOC(=O)Cc1csc(Nc2ccc(Cl)cc2)n1 | ? | -29.5% | 2.7%
CC(C)(C)N(NC(=O)c1ccccc1)C(=O)c1cccc(C(=O)N(NC(=O)c2ccccc2)C(C)(C)C)c1 | -20.9% | -10.4% | 3.4%
COc1ccc(-c2cc(C(=O)N(C)Cc3ccccc3)no2)cc1OC | -14.7% | -13.3% | 2.0%
O=C(CSc1nc2ccccc2[nH]1)Nc1ccc2[nH]c(=O)[nH]c2c1 | -3.6% | -4.5% | 1.0%
COc1cc(C(=O)Nc2ccc(N3CCOCC3)cc2)ccc1OCc1c(C)noc1C | 3.8% | -1.1% | 2.7%
O=C(NC1C2CCCC1CN(C1CC1)C2)c1ccc(Cl)cc1 (centres undefined) | 29.1µM* | ? | .
CSCCC(NC(=O)c1ccco1)C(=O)N(C)CC(=O)Nc1ccccc1Br (centres undefined) | 3.2% | 4.1% | -0.1%
O=C(c1cc2c(c(-c3cccc(-c4ccncc4)c3)n1)[C@H](CCO)N(C(=O)c1ccc3c(c1)OCO3)C2)N1CCOCC1 | -7.8% | ? | .
COC(OC)C12c3ccccc3C(c3ccccc31)C1C(=O)N(c3cccnc3)C(=O)C12 (centres undefined) | -19.3% | -0.8% | 1.2%
Cc1ccc(OCCn2cc(C=O)c3ccccc32)cc1 | ? | ? | -7.2%
CCOC(=O)N/N=C/c1c(C)nn(-c2ccccc2Cl)c1Cl | ? | ? | 2.8%
COc1cc2c(cc1OC)C(c1cccc(Br)c1)NC(=O)C2 (centres undefined) | 0.8% | 11.6% | .
O=C(Cc1ccc([N+](=O)[O-])cc1)Nc1ccc(C(=O)N2CCOCC2)cc1 | -10.5% | -29.0% | 3.5%
CC(C)n1c(SCC(=O)NC2CC2)nnc1-c1ccco1 | 15.3% | -4.9% | 3.0%
CCn1c(Cn2nnc(-c3ccccc3)n2)nnc1SCC(=O)Nc1cccc(C)c1C | -14.6% | ? | 2.0%
COc1ccc(CN(C(C)=O)c2ccccc2C(=O)O)cc1 | 26.4% | -0.1% | -2.8%
Cc1ccc(NC(=O)C2COc3ccccc3O2)nc1 (centres undefined) | -22.2% | ? | 3.6%
Cc1ccnc(SCC(=O)Nc2cc(C)on2)n1 | -4.5% | -5.7% | 0.7%
Cc1[nH]c2ccc(C(=O)O)cc2c1C | -1.1% | -28.7% | 1.4%
CC(=O)N(Cc1ccc(F)cc1)C1=C(NCCc2ccccc2)C(=O)c2ccccc2C1=O | 1.84µM* | 1.84µM* | 14.1%
O=C(Cc1ccccc1)Nc1ccc(NC(=O)c2ccco2)cc1Cl | -15.6% | 5.4% | -15.1%
O=C(Nc1ccc(NC(=O)c2cccs2)cn1)c1ccco1 | -24.0% | -16.5% | -3.1%
CN(C)c1nc(SCCOC(=O)Nc2ccccc2)nc(N(C)C)n1 | ? | -7.3% | -2.0%
CCCCC1=NN(C(=O)c2cccnc2)C(O)(C(F)(F)F)C1 (centres undefined) | 1.03µM* | 1.46µM* | -1.3%
CCN(CC)CC(O)CN(c1ccccc1)S(=O)(=O)c1ccc2ccccc2c1 (centres undefined) | ? | ? | .
Cc1cccc(C(=O)N=c2c(C#N)cc3c(=O)n4cccc(C)c4nc3n2Cc2ccco2)c1 | ? | 20.6µM* | 15.8µM*
COc1cccc(C2c3[nH]c4ccccc4c3CCN2Cc2cccc(C)n2)c1 (centres undefined) | ? | ? | 5.4%
CCOC(=O)CSC1=C(C#N)C(c2ccccc2)C(C(C)=O)=C(C)N1 (centres undefined) | -10.3% | -24.7% | 5.2%
COc1ccc(Cn2nnnc2CN(Cc2cc3cc(C)ccc3[nH]c2=O)C2CCCC2)cc1 | 11.2µM* | 11.6µM* | 6.2%
COc1cc(CC(NC(C)=O)C(=O)NC2CCN(C(=O)Nc3ccc(C)cc3)CC2)cc(OC)c1 (centres undefined) | 21.1% | -1.2% | .
CCOC(=O)C1C(=O)CC(C)(O)C(C(=O)OCC)C1c1cc(Br)ccc1OC (centres undefined) | ? | -27.9% | 3.3%
COc1ccc(NC(=O)c2ccc(-n3cccn3)c([N+](=O)[O-])c2)cc1 | ? | 4.9% | -2.7%
CCN(CC)CCn1c(NS(=O)(=O)c2ccc(Cl)cc2)nc2ccccc21 | -25.3% | 4.7% | .
COc1cc(C(=O)NCC2(N(C)C)CCCCC2)ccc1OCc1ccccc1 | ? | 8.7% | -1.7%
COc1ccc(OC)c2[nH]c(=O)c(CCNC(=O)C(C)C)cc12 | -6.4% | -10.0% | 3.3%
COc1cccc(CC(=O)NCc2ccc3c(c2)CCN3C(C)=O)c1 | -26.2% | -10.1% | -0.5%
CCOc1ncnc2c1sc1nc(C)cc(C)c12 | -23.9% | 10.6% | .
Cc1ccc(C)c(C(=O)O/N=C(\N)c2ccc(Br)cc2)c1 | ? | ? | 4.0%
O=C(O)CSCC(=O)N1N=C2/C(=C/c3ccccc3)CCCC2C1c1ccccc1 (centres undefined) | -24.7% | -16.6% | 2.7%
Cc1cc(OCC(=O)NCc2ccccn2)c2c(C)c(Cc3ccccc3)c(=O)oc2c1 | ? | ? | 1.1%
COc1ccc(N(CC(=O)N/N=C/c2ccc(F)cc2)S(=O)(=O)c2ccccc2)cc1 | -22.6% | ? | .
Cc1ccc(C(C)C)c(OCC(=O)Nc2ccc3c(c2)nc(CN2CCCC2)n3C)c1 | 14.6µM* | ? | 6.0%
CC(C)C1C(=O)N(Cc2cn(Cc3ccco3)nn2)CCS(=O)(=O)N1Cc1ccc(-c2ccc(Cl)c(Cl)c2)cc1 (centres undefined) | 3.26µM* | 4.61µM* | .
CC(=O)NCC1(O)CCCC(C)C1 (centres undefined) | -22.4% | -14.0% | 6.8%
Cc1nc2ccccc2nc1OCC(=O)NCc1ccc2c(c1)OCO2 | 7.31µM* | 14.6µM* | 3.2%
Cc1ccc(NC(=O)Nc2ccc(F)cc2)cc1Cl | 23.1µM* | ? | -2.7%
CCc1ccc(N2C(=O)CS(=O)(=O)C23C(=O)N(Cc2ccccc2F)c2ccccc23)cc1 (centres undefined) | ? | ? | 1.1%
COc1ccc(NC(=O)CC2(CC(=O)N3CCOCC3)CCCC2)cc1Cl | ? | -26.4% | 0.2%
Cc1ccc(NC(=O)C2CCCN2C(=O)Oc2ccccc2)cc1C (centres undefined) | 0.6% | -1.3% | 0.0%
CCC(C)Sc1ccc([C@H]2N[C@@](C)(C(=O)OC)[C@H]3C(=O)N(CC)C(=O)[C@@H]23)cc1OC (some centres undefined) | ? | ? | -5.7%
Cc1ccc(S(=O)(=O)N(C)CCCC(=O)Nc2ccncc2)cc1 | 13µM* | 10.3µM* | 1.0%
COc1ccc(C(=O)O)cc1S(=O)(=O)Nc1cccc(C)c1 | -9.6% | 1.8% | 6.2%
Nc1ccc2c(O)cc(S(=O)(=O)O)cc2c1 | -14.5% | 11.5% | .
CC1CCC(C(C)C)C(OC(=O)Cn2c(-c3ccccc3)[n+](C)c3ccccc32)C1 (centres undefined) | 0.461µM* | 0.517µM* | 5.6%&1.8%
CCCCN(C(=O)C1CSC2(C)CCC(=O)N12)c1c(N)n(CC(C)C)c(=O)[nH]c1=O (centres undefined) | -10.6% | -1.8% | 0.1%

Further records.
structure | DT40 TDP1 no CPT | TDP1 cell CPT | TDP1 block
CC(C)(C)[C@H](N)C(=O)N[C@H]1CCC2C3CC=C4C[C@@H](O)CC[C@]4(C)C3CC[C@@]21C (some centres undefined) | 3.66µM* | 4.61µM* | 3.4%
C1CCC2(CC1)C1=C(CCCC1)Nc1nnnn12 | 7.4% | -16.7% | 8.3%
O=C(CCCc1ccccc1)NCCS(=O)(=O)N1CCN(c2ccccc2)CC1 | ? | ? | .
CCOC(=O)c1cccc(NC(=O)NCc2ccc3c(c2)CCN3C(=O)CC)c1 | ? | -22.6% | 0.6%
COc1cccc(C(=O)Oc2cc(-c3ccccc3)no2)c1 | -2.6% | -8.9% | 1.5%
CCOC(=O)N1CCN(C(=O)c2ccc3c(=O)n(CCC4=CCCCC4)c(=O)[nH]c3c2)CC1 | 18.4µM* | 16.4µM* | 3.9%
CCOc1cc(/C=C/C(=O)c2ccc(OC)c(CN3CCOCC3)c2)cc(Br)c1O | ? | ? | .
CCC(C(=O)N1CCC(C(N)=O)CC1)n1nc(C)n2c(cc3occc32)c1=O (centres undefined) | 4.9% | -12.7% | 2.4%
O=C1/C(=C\c2ccc(O)cc2)CCC1CNc1ccc(Cl)cc1 (centres undefined) | 3.26µM* | 4.61µM* | .
CNC(C)C(=O)NC(C(=O)NC(C)C(=O)NNc1ccccc1)C(C)C (centres undefined) | -23.2% | 19.9% | .
CCOc1cc(NS(=O)(=O)c2ccc(NC(C)=O)cc2)c(OCC)cc1NC(=O)c1cccs1 | -9.5% | ? | 4.7%
CCCCN(C(=O)/C=C/c1ccccc1)C1CCS(=O)(=O)C1 (centres undefined) | -27.9% | -28.6% | -19.7%[0.505 µM]
CCc1ccc(/C(C)=N/NS(=O)(=O)c2ccc(OC)cc2)s1 | -6.5% | -23.5% | 4.6%
Cc1nc(-c2ccc(NC(=O)CC(C)C)cc2)cs1 | ? | 15.4% | 3.2%
CCOC(=O)c1cnc(SCC(=O)c2ccc3c(c2)OCCO3)nc1N | -20.7% | -27.6% | 4.8%
Cc1ccc(NC(=O)CN2CCN(C(=O)c3ccco3)CC2)cc1S(=O)(=O)N(C)C | 1.1% | -23.3% | .
CN1CC(C(=O)O)Cc2c1ccc1ccccc21 (centres undefined) | -18.4% | 6.8% | -6.3%
Cc1ccc(S(=O)(=O)N2CCN(CCNC(=O)C(=O)NCc3ccccc3)CC2)cc1 | -14.1% | -29.9% | .
CCN(CC)S(=O)(=O)c1ccc(Oc2ccccc2OC)cc1 | ? | 18.4µM* | -3.7%
COc1ccc(N2C(=O)CC(N3CCN(Cc4ccc5c(c4)OCO5)CC3)C2=O)cc1 (centres undefined) | -2.8% | 2.0% | 4.9%
CC1(OC(=O)CCc2ccccc2)C(=O)C=C2C=C(c3ccc(C#N)cc3)N(c3ccccc3)C=C2C1=O (centres undefined) | 13µM* | ? | -2.3%[12.3 µM]

Structures listed so far that have a nitro group on carbon, in the order listed:
structure | DT40 TDP1 no CPT | TDP1 cell CPT | TDP1 block
O=C(Cc1ccc([N+](=O)[O-])cc1)Nc1ccc(C(=O)N2CCOCC2)cc1 | -10.5% | -29.0% | 3.5%
COc1ccc(NC(=O)c2ccc(-n3cccn3)c([N+](=O)[O-])c2)cc1 | ? | 4.9% | -2.7%

Reprinted at random: five compounds from above
structure | DT40 TDP1 no CPT | TDP1 cell CPT | TDP1 block
CCOC(=O)c1cccc(NC(=O)NCc2ccc3c(c2)CCN3C(=O)CC)c1 | ? | -22.6% | 0.6%
COc1ccc(N2C(=O)CC(N3CCN(Cc4ccc5c(c4)OCO5)CC3)C2=O)cc1 (centres undefined) | -2.8% | 2.0% | 4.9%
CCOC(=O)N1CCN(C(=O)c2ccc3c(=O)n(CCC4=CCCCC4)c(=O)[nH]c3c2)CC1 | 18.4µM* | 16.4µM* | 3.9%
CCN(CC)S(=O)(=O)c1ccc(Oc2ccccc2OC)cc1 | ? | 18.4µM* | -3.7%
CCOc1cc(/C=C/C(=O)c2ccc(OC)c(CN3CCOCC3)c2)cc(Br)c1O | ? | ? | .
